# Screens deposited in PubChem BioAssay by National Center for Advancing Translational Sciences (NCATS).
# N370S GC – inhibits or activates N370S mutant glucocerebrosidase. P04062. N370S GC spleen homogenate, 4MU-glucoside fluorescence. Potency, µM (highest dose often 59.4 µM), inactives show at the top dose activity change, negative = inhibition, most hits filed as inhibitors. 330,000 compounds, 0.092% hits. AID 2101;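 further: 0% = full enzyme activity and -100% = no enzyme basal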
# KAT2A inh – GCN5L2 (KAT2A) acetyltransferase inhibition. Potency, µM (series often up to 58.9 µM), without a hit: at the top dose activity change, negative = inhibition, hits mostly inhibitors. AID 504327. 390,000 compounds, 0.21% hits. Q92830. GCN5L2 HAT assay, ThioGlo1 CoA-SH fluorescence
#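 Titration-based screen in which CoA formation is detected via maleimide probe ThioGlo1 (50uM) turning fluorescent on thiol reaction; substrates H3(1-25) 75uM and acetyl-CoA 70uM, GCN5L2 20nM, 20 min incubation at room temperature.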
# FEN1 inh – inhibitors of human flap endonuclease 1 | AID 588795 | 390,000 compounds, 0.35% hits | Recombinant FEN1 flap cleavage, fluorescence, 15 min | P39748 | Potency, µM (series often up to 114 µM), for inactives: top-dose activity change, negative = inhibition, hits mostly inhibitors; further: nearly all actives have a fitted effect of over 65% in size
# Target sequence (P39748 whole entry, looked up): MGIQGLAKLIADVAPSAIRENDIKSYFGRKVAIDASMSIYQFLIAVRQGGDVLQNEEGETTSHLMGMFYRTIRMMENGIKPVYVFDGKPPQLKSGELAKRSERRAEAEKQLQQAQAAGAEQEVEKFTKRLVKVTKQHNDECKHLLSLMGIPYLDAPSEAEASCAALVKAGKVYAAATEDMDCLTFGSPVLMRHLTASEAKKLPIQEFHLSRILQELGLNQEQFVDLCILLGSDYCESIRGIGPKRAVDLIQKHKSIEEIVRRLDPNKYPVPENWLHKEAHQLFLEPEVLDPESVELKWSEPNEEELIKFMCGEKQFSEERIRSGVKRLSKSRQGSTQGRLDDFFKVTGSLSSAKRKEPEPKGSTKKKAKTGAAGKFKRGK
#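 Potency values derive from four-parameter Hill fits of normalized qHTS data. The reaction used 10 nM FEN1 preincubated 15 min at room temperature with compound, then 50 nM DNA substrate, read at 0 and 15 min.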
# * hit, by the source's call; ? = inconclusive; nt = not tested or not shown; & = joins results of further samples; [ ] = remark or other dose. The call rests on the fitted dose curve; in most records, active means well fitted curve in the direction sought with a large enough effect; inconclusive means small, poorly fitted or top-dose-only effect, or another doubt; inactive means no such curve, though single readings can be large; an effect the other way counts as inactive or inconclusive. Unless noted, on the % scale 0 is the no-effect control and ±100 the full control effect; potency means the concentration at half of the fitted maximal effect.
mol | KAT2A inh | N370S GC | FEN1 inh
C[C@@H]1COC(=O)[C@H](Cc2ccc(F)cc2)C/C=C\C[C@@H](CC(=O)NCCO)C(=O)N1 | 0% | nt | -5%
CCc1noc(C)c1C(=O)N(C)CC(=O)Nc1ccccc1C(F)(F)F | -19% | 0% | 32%
FC(F)c1nnc2ccc(Cl)nn12 | 0% | -7% | -7%
CC1CCc2cc(F)ccc2N1C(=O)CSc1nnc2c(n1)[nH]c1ccc(F)cc12 (stereo not drawn) | -10% | 2% | -2%
COCCCNC(=O)C1CCC(CNS(=O)(=O)c2ccc(OC)cc2)CC1 (stereo not drawn) | -5%&4% | 1% | 11%&-1%
COc1ccc(CN(C)CC(=O)Nc2c(C)cccc2C)c(OC)c1 | -6% | 4% | 1%
CC(C)CCn1c(N2CCCC2)nc2c1c(=O)n(C)c(=O)n2C | -3% | 9% | 1%
C/C(=N/OC(=O)C1CC1)c1cc(-c2ccc(Cl)cc2)no1 | -18% | 20% | -8%
COc1ccc(C2C(=O)c3ccccc3C2=O)cc1 | 6%&-4% | 2%&-16% | -16%
COc1ccc(-c2cc(=O)c3ccccc3o2)cc1OC | 35µM* | 19% | nt
CCc1ccc2nc(Nc3ncc(C(C)=O)c(C)n3)nc(C)c2c1 | -28% | 4% | 16%
O=C1c2cccnc2C(=O)N1Cc1ccc(S(=O)(=O)N2CCN(c3ccccc3)CC2)cc1 | -3% | -3% | -1%
COc1cccc(/C=C(/CC(=O)Nc2ccc(N3CCOCC3)cc2)c2nc3ccccc3s2)c1 | -2% | 2% | -4%
O=C(CCC1CCCCC1)Nc1nccs1 | -6% | -13% | 13%
CCN1CCN(CCCN(Cc2ccco2)C(=S)Nc2ccc(Cl)c(C)c2)CC1 | -3% | ? | 5%
COc1ccc(NC(=O)N(C)C[C@H]2Oc3ccc(NC(=O)CCN4CCOCC4)cc3C(=O)N([C@H](C)CO)C[C@@H]2C)cc1 | -4% | nt | -4%
CN1CCN(c2ncc3nc(-c4cn(C)c5ccccc45)c(=O)n(CCc4ccccc4)c3n2)CC1 | -10% | -1% | nt
O=C(O)CCN=C1CCCc2ccccc2N1 | -13% | 5% | -3%
O=C1CCCC(=O)C1=C1SCCS1 | -3% | -16% | -4%
Cc1ccc(N/C=C/C(=O)c2sc(-c3ccccc3)nc2C)cc1 | -1% | 4% | -14%
Brc1ccc(-c2cn3ccccc3n2)cc1 | -5% | 1% | -5%
Cc1ccc(CNC(=O)C(OC(=O)c2cccs2)C(C)C)cc1 (stereo not drawn) | -4% | -22% | -10%
Cc1nnc(SCc2c(Cl)cccc2Cl)n(N)c1=O | -1% | -6% | 10%
COc1cccc2cc(C(=O)Nc3ccc(F)cc3)c(=Nc3ccc(C(=O)O)cc3)oc12 | -7% | 16% | -2%
CCc1ccc(Nc2nc(C)cc(C)c2C(N)=O)cc1 | -2% | 0% | -1%
Cc1cccc(-c2nc(Cn3c(SCc4cccc(C(F)(F)F)c4)nc4ccncc43)c(C)o2)c1 | 5% | nt | -4%
CCc1cccc(NC(=O)C2CCCN2C(=O)Nc2ccc(C)cc2)c1 (stereo not drawn) | 0% | -4% | -2%
CN(C)c1ccc(C(=O)NCCCSc2ccccc2)cc1 | -6% | 8% | -11%
COc1cccc(-c2noc(-c3cccs3)n2)c1 | -29% | 5% | -1%
Cc1ccc(NC(=S)N2CCN(Cc3ccccc3)CC2)c(C)c1 | 4% | 9% | 1%
CC1(C)CC(NS(=O)(=O)c2ccccc2)CC(C)(C)N1 | 3% | 8% | -9%
O=C(O)CC(NS(=O)(=O)Cc1ccccc1)c1cccc([N+](=O)[O-])c1 (stereo not drawn) | 3% | -6% | -1%
CCOc1ccc(C(=O)c2cn(CC(=O)Nc3ccc(Cl)cc3)c3cc4c(cc3c2=O)OCO4)cc1 | -2% | nt | -2%
O=C(Cc1ccc(-c2ccccc2)cc1)NCc1cccnc1 | 0% | -4% | 1%
OCCC1CN(Cc2nc3ccccc3[nH]2)CCN1C1CCCC1 (stereo not drawn) | 0% | -8% | -5%
CCCn1c(N)c(C(=O)CSc2nnc3n2CCCCC3)c(=O)n(C)c1=O | 3% | nt | -1%

# In the list so far, 2 have an NH in an aromatic ring:
mol | KAT2A inh | N370S GC | FEN1 inh
CC1CCc2cc(F)ccc2N1C(=O)CSc1nnc2c(n1)[nH]c1ccc(F)cc12 (stereo not drawn) | -10% | 2% | -2%
OCCC1CN(Cc2nc3ccccc3[nH]2)CCN1C1CCCC1 (stereo not drawn) | 0% | -8% | -5%

# (further entries)
mol | KAT2A inh | N370S GC | FEN1 inh
O=C1c2cccc3cccc(c23)C(=O)N1c1ccncc1 | -2% | 17% | -15%
COc1ccc(NC(=O)CSc2nnnn2C)c([N+](=O)[O-])c1 | -4% | 2% | -3%
O=c1c2cccc3c2c(nn1CN1CCOCC1)-c1ccccc1-3 | 18% | -8% | ?
COc1ccc(CCNCc2ccc(OCc3ccc(Cl)nc3)c(OC)c2)cc1OC | -10% | nt | -16%
Cc1nc2cc(NC(=O)N3CCCCC3)ccc2n1C | -1% | -5% | -1%
CC(C)(C)NC(=O)COC(=O)c1snc(C(=O)NC2CCCCC2)c1N | -2% | 17% | -11%
COc1ccc(NC(=O)N2CCN(C(=O)c3ccco3)CC2)c(OC)c1 | 1% | -6% | -4%
Cc1ccc(C(=O)N(CN2CCCC2=O)c2ccc(F)cc2)cc1C | -7%[0.501 µM] | 3% | -5%
COC(=O)CCCC(=O)OC | 2% | -6% | 0%
O=C(NCCCn1ccnc1)c1ccccc1Br | 2% | -19% | -15%
Oc1c(C(Nc2nc3ccccc3s2)c2ccco2)ccc2cccnc12 (stereo not drawn) | -5% | 4% | -10%
c1nc(NCCN2CCOCC2)c2c3c(sc2n1)CCCCC3 | -2% | -16% | 4%
Cc1ccc(Cl)cc1NC(=O)COC(=O)C12CC3CC(CC(C3)C1)C2 | -1% | 9%&19% | -20%&-7%
N#CC1=C(N)Oc2n[nH]c(-c3ccc(F)cc3)c2C1c1ccncc1 (stereo not drawn) | -1% | 0% | 13%
COc1ccc(S(=O)(=O)N2CCCCC2)cc1NC(=O)c1c(F)cccc1Cl | -3% | -18% | -4%
O=C(CN1CCCCCC1)N1c2ccccc2Sc2ccccc21 | -1% | -7% | -10%
C/C=C(\C)c1nnc(NC(=O)C(C)C)s1 | 0% | 7% | -3%
COc1ccc(C(=O)Nc2oc(-c3ccccc3)c(-c3ccccc3)c2C#N)cc1OC | -4% | 18% | -4%
O=C(COC(=O)C1CCN(S(=O)(=O)c2cccc3cccnc23)CC1)c1ccc([N+](=O)[O-])cc1 | -2% | 2% | -14%
COc1cc(C2CC(=O)N3CN(Cc4ccco4)CSC3=C2C#N)ccc1OCc1ccccc1 (stereo not drawn) | ? | -11% | ?
Cc1cc(C(F)(F)F)c(C#N)c(N2CCOCC2)n1 | -2% | -26% | 2%
CC(=O)Nc1ccc(S(=O)(=O)N(c2cccnc2)S(=O)(=O)c2ccc(NC(C)=O)cc2)cc1 | -2% | -2% | -4%
CC1CCC(NC(=O)CSc2ccc(S(=O)(=O)N(C)C)cn2)CC1 (stereo not drawn) | 0% | nt | -11%
Cc1ccc(NC(=O)c2c(C)oc3ccc(O)c(CN4CCCCC4)c23)cc1 | 1% | nt | -13%

# Reprinted from above for reference:
mol | KAT2A inh | N370S GC | FEN1 inh
Cc1cc(C(F)(F)F)c(C#N)c(N2CCOCC2)n1 | -2% | -26% | 2%
CC(=O)Nc1ccc(S(=O)(=O)N(c2cccnc2)S(=O)(=O)c2ccc(NC(C)=O)cc2)cc1 | -2% | -2% | -4%
CC1CCC(NC(=O)CSc2ccc(S(=O)(=O)N(C)C)cn2)CC1 (stereo not drawn) | 0% | nt | -11%

# More results.
mol | KAT2A inh | N370S GC | FEN1 inh
CC(=O)Nc1ccc(S(=O)(=O)Nc2ccc(S(=O)(=O)Nc3nc(C)cc(C)n3)cc2)cc1 | 2% | -2% | -11%
Cc1ccccc1NC(=O)C(C)Sc1nnc(-c2ccncc2)n1CC1CCCO1 (stereo not drawn) | -6% | -3% | 9%
O=C(CNS(=O)(=O)c1ccccc1)NCc1cccnc1 | -4% | -8% | -11%
COc1nc(OCCNS(=O)(=O)c2ccc(C)cc2)nc(N(C)C)n1 | -5% | 9% | 49%[activator]
COC(=O)c1cc(-c2ccc(Br)cc2)on1 | -4% | 0% | -17%
O=C(Cn1nnc2ccccc21)OCC(=O)c1ccccc1 | -7% | -3% | -2%
COc1cc(/C=N/Nc2cccc(C)c2)ccc1OC(=O)c1ccco1 | -10% | -3% | 1%
O=C(O)CCC(=O)Nc1nnc(C(F)(F)F)s1 | -4% | -9% | -2%
COc1ccc(C(=O)N2CCC3(CC2)CCN(c2cccc(-c4ccccc4)c2)CC3)cc1 | -5% | 5% | nt
CCS(=O)(=O)c1ncc(N(Cc2ccco2)Cc2sccc2C)c(C(=O)Nc2cc(C)ccc2C)n1 | -10% | nt | 14%
CCC(C(=O)N1CCOCC1)n1nc(C)c2sc3ccccc3c2c1=O (stereo not drawn) | -1% | -4% | 4%
CCN(CC)S(=O)(=O)c1ccc(N2CCc3cc(OC)c(OC)cc3C2)nc1 | -8% | -5% | 5%
Cc1cccc2c1nc(-c1ccccc1)n1cnnc21 | 1% | 10% | 14%
CCc1ccc(NC(=S)N2CCN(c3cccc(C(F)(F)F)c3)CC2)cc1 | -3% | 8% | -3%
COc1ccc(NC(=S)N(CCc2c(C)[nH]c3ccc(C)cc23)Cc2ccco2)cc1 | -5% | 20% | -2%
C[C@@H]1C(=O)OC[C@H]1NC(=O)OCc1ccccc1 | 0% | -16% | -19%
Cc1cccc(CC(=O)NCc2nc3cccnc3n2Cc2ccc(F)cc2)c1 | 3% | nt | -8%
Cc1csc(NC(=S)Nc2cccc(Cl)c2)n1 | -7% | 2% | -12%
COc1cccc(CNC(=O)CCS(=O)(=O)Cc2ccc(C)cc2)c1 | -25% | -7% | 4%
CN(C)c1cccc2c(/C=N/O)ccc(N(C)C)c12 | -5% | -6% | 1%
Cc1nc2nc(SCC(=O)c3cccc([N+](=O)[O-])c3)[nH]c2cc1Br | -3% | 2% | 5%
CCOc1ccc(NC(=O)CN(C)C(=O)c2cc(S(=O)(=O)N3CCCCC3)ccc2Cl)cc1OCC | -2% | -20% | 1%
Oc1ccccc1N=Nc1ccccc1O | -4% | 14% | 1%
COc1cccc(/C=N/n2c(CO)nc3ccccc32)c1OC | -2% | 9% | -2%
NC(=O)COc1ccc2cc(-c3ccccc3)c(=O)oc2c1 | -12% | ? | -1%
Nn1c(SCC(=O)N2CCOCC2)nnc1-c1ccccc1Cl | -6% | -1% | -14%
CCn1cc(S(=O)(=O)N2CCN(c3ccc(Cl)cc3)CC2)cn1 | -1% | -18% | 3%
CN(C)c1ncc2nc(CCc3ccccc3)c(=O)n(C[C@H]3CCCO3)c2n1 | -24% | ? | nt
CCCCn1nnc(NC(=O)Cc2ccc(Cl)cc2)n1 | 2% | -5% | -2%
CS(=O)(=O)N1CCC(C(=O)N2CCC(Cc3ccccc3)CC2)CC1 | 1% | -6% | 0%
CN(C)c1ccc(P(=O)(OCc2ccccc2)C(O)c2ccc(Br)cc2)cc1 (stereo not drawn) | 24% | 26% | 1%
CC1=C(C(=O)Nc2ccccc2C)C(c2ccc(C)o2)N2C(=O)CSC2=N1 (stereo not drawn) | -1% | -1% | 2%
COC(=O)c1sc(NC(=O)c2c(F)cccc2F)c(C#N)c1C | -3% | -5% | -8%
COc1cccc(-c2c(-c3cc(OC)cc(OC)c3)n(C)c3ccc(-c4ccc5[nH]ccc5c4)cc23)c1 | -2% | nt | -14%
Cc1nn(-c2ccccc2)c2sc(C(=O)N3CCOCC3)cc12 | -5% | -15% | -7%
Cc1ccc(CN2c3ccccc3-c3nc(SCC(=O)NCCc4ccccc4)ncc3S2(=O)=O)cc1 | 13% | nt | -6%
CN(C)c1ccc(CNS(=O)(=O)c2ccc(-c3cc(C(F)(F)F)on3)s2)cc1 | -1% | nt | 1%
C=CCSc1nnc(CNS(=O)(=O)c2ccc(C)cc2)n1C | -3% | -3% | 18%
CS(=O)(=O)c1nc2ccccc2n1Cc1ccccc1 | 46%[activator] | 11% | -10%
O=S(=O)(NCCOc1ccccc1F)c1cccc(Br)c1 | -1% | nt | -17%
C=CCNS(=O)(=O)c1cccc(C(C)=O)c1 | -2% | -22% | 0%
CCOC(=O)c1c(C)[nH]c(CCC(=O)NCc2ccc(N(C)C)cc2)c1C | -7% | nt | -10%
CC1CCN(C(=O)COC(=O)c2ccc(Cl)nc2)CC1 | -2% | nt | 2%
CCOc1cc(/C=N/Nc2nc(-c3cccc(S(=O)(=O)N4CCCC4)c3)cs2)ccc1O | -4% | 19% | 11%
COC(=O)c1ccccc1NC(=O)Cn1cnc2c(cnn2-c2ccccc2)c1=O | 0% | 1% | 3%
COc1cccc(-c2nnc(SCC(=O)Nc3cc(C)ccc3OC)n2N)c1 | -3% | -6% | -5%
O=c1[nH]c(SCc2cccc(Cl)c2)nc2c1CCCC2 | -3% | 5% | 2%
